Screens as filed in PubChem.
MsrA inh = inhibits bovine methionine sulfoxide reductase A | purified bovine MsrA, absorbance read-out | inhibition, % at 15.5 µM | 360,000 tested, 0.75% active | AID 651718; in the data active = inhibition above about 4.5%;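 also: 0% = vehicle wells with enzyme and 100% = reference inhibitor wells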
Rpn11 block = inhibitors of human proteasome Rpn11. 360,000 tested, 0.59% active. calls only at 20 µM. AID 588493. human 26S proteasome, Ub4-pepOG fluorescence polarization; 20S core pre-blocked with epoxomicin. O00487;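 active = inhibition at 20 µM, scaled to each plate's controls, above about 33%, limit read from the data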
Target sequence (O00487 whole entry, looked up): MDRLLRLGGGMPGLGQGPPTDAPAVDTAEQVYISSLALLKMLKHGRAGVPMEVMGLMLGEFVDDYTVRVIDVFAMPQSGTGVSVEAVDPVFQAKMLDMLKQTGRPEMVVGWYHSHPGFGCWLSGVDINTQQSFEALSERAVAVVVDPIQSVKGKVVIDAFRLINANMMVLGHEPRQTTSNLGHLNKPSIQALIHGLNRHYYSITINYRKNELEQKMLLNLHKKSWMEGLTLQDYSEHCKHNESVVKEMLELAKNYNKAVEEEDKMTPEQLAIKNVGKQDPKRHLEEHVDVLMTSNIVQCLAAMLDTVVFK
CSN deneddyl inh = CSN deneddylation inhibition; Q92905; Purified CSN, SCF-Nedd8-OG deneddylation, fluorescence polarization; inhibition, % at 12.5 µM; 360,000 tested, 0.38% active;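 active = pattern-corrected inhibition above about 35%, with an unprinted fluorescence ratio check between 0.5 and 1.5, limit read from the data, passing the limit was not always enough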;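 also: 0% = enzyme with substrate and 100% = substrate without enzyme; some results filed as inactive read as strong as hits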
Target sequence (Q92905 whole entry, looked up, one chain of several): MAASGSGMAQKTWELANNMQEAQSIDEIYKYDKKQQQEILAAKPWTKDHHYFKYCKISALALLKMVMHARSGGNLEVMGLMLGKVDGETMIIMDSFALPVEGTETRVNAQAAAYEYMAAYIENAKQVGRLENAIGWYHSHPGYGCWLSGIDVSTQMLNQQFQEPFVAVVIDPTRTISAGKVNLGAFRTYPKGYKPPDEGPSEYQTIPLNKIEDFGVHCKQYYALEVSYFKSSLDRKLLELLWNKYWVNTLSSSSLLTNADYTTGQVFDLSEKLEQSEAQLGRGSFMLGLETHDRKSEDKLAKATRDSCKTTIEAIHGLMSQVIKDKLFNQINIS
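Assay system: purified human Csn5 enzyme expressed in HEK293T cells; measure: % inhibition; also added: SCFSkp2-Nedd8OG substrate at 10 nM final; technique: fluorescence polarization; times: reaction 90 min, room temperature; medium: Tris buffer pH 7.5, NaCl, DTT, Tween-20, trehalose, ovalbumin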
FAS TE block = FAS thioesterase (human) inhibition | AID 602261 | 360,000 tested, 0.67% active | recombinant FAS-TE, OMFH fluorogenic substrate, fluorescence endpoint | inhibition, % at 15 µM;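 active = compounds whose normalised, plate-corrected inhibition of enzyme fluorescence in the single-dose primary screen is 50% or more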;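 also: 0% = DMSO with enzyme and 100% = substrate without enzyme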
Rin1-Abl PPI inh = blocks binding of human Rin1 to Abl; TR-FRET Rin1/Abl binding, biochemical; inhibition, % at 7.35 µM; 360,000 tested, 0.4% active; AID 588664; in the data active = inhibition above about 5%, passing the limit was not always enough
E coli Lon inh = E. coli protease La inhibition | P0A9M0 | purified E. coli Lon protease, fluorescence polarization | inhibition, % at 7.94 µM | 360,000 tested, 0.42% active; in the data active = inhibition above about 13%, passing the limit was not always enough;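 also: 0% = enzyme with probe and DMSO and 100% = no enzyme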
PABP1 MLLE inh = inhibitors of microRNA-mediated deadenylation, human PABP1 MLLE binding; P11940; GST-MLLE / FITC-PAM2 fluorescence polarization; inhibition, % at 20 µM; 360,000 tested, 0.36% active; AID 588489; in the data active = inhibition above about 35%, passing the limit was not always enough;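 also: plate controls were DMSO wells with GST-MLLE for no effect and wells lacking GST-MLLE protein for full effect; some results filed as inactive read as strong as hits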
MT1-MMP act inh = inhibitors of human MT1-MMP activation | P50281 | HT1080 RFP-PRO-GFP cells, GFP/RFP ratio fluorescence, overnight; percent of plate control window, DMSO zero | GFP/RFP ratio change, % at 20 µM | 360,000 tested, 0.061% active | AID 651647;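 active = GFP/RFP ratio change of at least 30% with cell ATP level not reduced by more than half and red fluorescence within 50% of control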; also: strong numbers were not always called active
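Material: RFP-PRO-GFP reporter HT1080 cells. Dosing: single-point 20 µM compound, 1% DMSO. Controls: DMSO and RFP-L50D-GFP cell wells. Timing: cells overnight before dosing, compound overnight, 37 °C, 5% CO2. Measure: GFP/RFP fluorescence ratio.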
MsrA act = activates bovine MsrA enzyme; purified bovine MsrA, absorbance read-out; activation, % at 10.6 µM; 360,000 tested, 0.3% active; in the data active = activation above about 7.5%;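 also: 0% = vehicle and 100% = reference activator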
Starred values were filed as active, the others as inactive; i = inactive; nt = no result given.

SMILES	MsrA inh	Rpn11 block	CSN deneddyl inh	FAS TE block	Rin1-Abl PPI inh	E coli Lon inh	PABP1 MLLE inh	MT1-MMP act inh	MsrA act
CCOC(=O)c1ccc2c(c1)n(CC)c(C)[n+]2CC	-0.6	i	3	-7	2	2	-125	-2	1
Cc1ccc2nc(C(C)(C)C)c(Cc3cccc(Cl)c3)n2c1	0.0	i	-2	11	2	-17	-11	1	-2
CCCc1[nH]nc2c1C1(C(=O)N(CC)c3ccccc31)C(C#N)=C(N)O2 (configuration not stated)	nt	i	1	-5	-1	-4	0	-2	-9
CCNC(=O)CC(=O)Nc1ccccc1C(=O)O	-1.2	i	1	-10	-1	11	-2	0	-11
O=C(COC(=O)CCc1nc2ccccc2c(=O)[nH]1)Nc1ccc2c(c1)OCO2	0.2	i	1	-3	1	-2	-28	-1	0
CCC1(c2ccccc2)NC(=O)N(CC(=O)Nc2ccc(OC)nc2)C1=O (configuration not stated)	-1.2	i	-30	-36	-2	112*	171	-63	-2
O=C1CC(C(=O)Nc2ccccc2)S/C(=N\N=C\c2ccco2)N1 (configuration not stated)	5.0*	i	-2	-7	-5	-3	1	4	-6
CCOc1ccc(NC(=O)CN2C(=O)COc3ccc(S(=O)(=O)N4CCCC4)cc32)cc1	-0.7	i	-1	16	1	3	5	0	0
COC(=O)[C@]1(C)CCC[C@@]2(C)C3CC[C@@]4(C)C[C@]3(CCC21)CC(=O)N4Cc1ccc(OC)cc1 (some centres not stated)	-0.4	i	-5	21	1	-7	-3	-3	-1
COc1cccc(NC(=O)CSc2nnc(Cn3c(=O)sc4ccccc43)n2C)c1	-1.0	i	0	-6	-2	8	2	11	0
CCS(=O)(=O)Nc1cccc(C2=NN(S(=O)(=O)c3ccc(C)cc3)C(c3ccco3)C2)c1 (configuration not stated)	-0.5	i	-1	29	-1	1	5	1	-1
COc1ccccc1/C=N/NC(=O)c1ccc(C)nc1	2.2	i	2	-4	3	3	-9	0	-6
Cc1ccc(C)c(S(=O)(=O)NCCCc2ccccc2)c1	1.7	i	4	15	-2	4	-2	-1	-2
O=C(N/N=C/c1ccccc1C(=O)O)c1cc(-c2ccc3c4c(cccc24)CC3)n[nH]1	0.4	i	4	7	0	-1	-8	-5	-4
Cc1sc2nc(CSc3ncn[nH]3)[nH]c(=O)c2c1C	1.0	i	-10	-14	4	3	1	-7	-5
O=C(Nc1ccccc1)N(C1=NCCC1)c1ccccc1	-1.8	i	106	23	3	-1	-13	2	-2
O=c1[nH]c2cc(Cl)ccc2n(CCNc2ncc(C(F)(F)F)cc2Cl)c1=O	-0.8	i	3	-8	4	0	5	1	-3
N#CCc1ccc(NS(=O)(=O)c2ccc(C3CCCCC3)cc2)cc1	-0.4	i	1	30	-1	-3	0	-4	-3
CCC(C)c1ccc(S(=O)(=O)Nc2cccnc2)cc1 (configuration not stated)	-0.1	i	2	-4	1	-2	-8	-3	-1
O=C(COC(=O)Cc1ccc(F)cc1)NC1CCCCC1	0.1	i	3	-5	2	-13	-11	-2	0

One compound at a time, from the list above.
CCC1(c2ccccc2)NC(=O)N(CC(=O)Nc2ccc(OC)nc2)C1=O (configuration not stated) is listed with MsrA inh: -1.2; Rpn11 block: i; CSN deneddyl inh: -30; FAS TE block: -36; Rin1-Abl PPI inh: -2; E coli Lon inh: 112*; PABP1 MLLE inh: 171; MT1-MMP act inh: -63; MsrA act: -2
O=C1CC(C(=O)Nc2ccccc2)S/C(=N\N=C\c2ccco2)N1 (configuration not stated) is listed with MsrA inh: 5.0*; Rpn11 block: i; CSN deneddyl inh: -2; FAS TE block: -7; Rin1-Abl PPI inh: -5; E coli Lon inh: -3; PABP1 MLLE inh: 1; MT1-MMP act inh: 4; MsrA act: -6
O=C(COC(=O)Cc1ccc(F)cc1)NC1CCCCC1 is listed with MsrA inh: 0.1; Rpn11 block: i; CSN deneddyl inh: 3; FAS TE block: -5; Rin1-Abl PPI inh: 2; E coli Lon inh: -13; PABP1 MLLE inh: -11; MT1-MMP act inh: -2; MsrA act: 0

Given with bars between the fields: 3 of the compounds above.
structure | MsrA inh | Rpn11 block | CSN deneddyl inh | FAS TE block | Rin1-Abl PPI inh | E coli Lon inh | PABP1 MLLE inh | MT1-MMP act inh | MsrA act
CCS(=O)(=O)Nc1cccc(C2=NN(S(=O)(=O)c3ccc(C)cc3)C(c3ccco3)C2)c1 (configuration not stated) | -0.5 | i | -1 | 29 | -1 | 1 | 5 | 1 | -1
CCC(C)c1ccc(S(=O)(=O)Nc2cccnc2)cc1 (configuration not stated) | -0.1 | i | 2 | -4 | 1 | -2 | -8 | -3 | -1
CCC1(c2ccccc2)NC(=O)N(CC(=O)Nc2ccc(OC)nc2)C1=O (configuration not stated) | -1.2 | i | -30 | -36 | -2 | 112* | 171 | -63 | -2

The list continues.
SMILES	MsrA inh	Rpn11 block	CSN deneddyl inh	FAS TE block	Rin1-Abl PPI inh	E coli Lon inh	PABP1 MLLE inh	MT1-MMP act inh	MsrA act
CC(=NNC(=S)N1CCCCC1)c1cccc(C)n1	-0.5	i	3	-9	6	-6	21	5	-3
Cc1cc(C)c(NC(=S)N(CCN2CCCCC2)Cc2ccco2)c(C)c1	1.0	i	6	1	-1	2	-116	-1	1
CCOC(=O)c1c(NC(=O)C(C)Sc2nnc(C)c(=O)[nH]2)sc2c1CCCC2 (configuration not stated)	0.8	i	3	-5	-2	1	-3	6	-4
O=c1c2c(-c3cccs3)csc2ncn1/N=C/c1ccc(OC(F)F)cc1	-0.6	i	1	22	-4	-7	4	-2	-2
CCOC(=O)c1c(NC(C)=O)sc2c(O)c(Br)cc(Br)c12	0.3	i	3	0	1	-8	-32	-8	-2
COc1ccc(C)c2sc(=NC(=O)c3cccc(N4C(=O)CCC4=O)c3)n(C)c12	0.7	i	1	4	-2	-12	-3	3	-9
CCOc1ccc(CCNC(=O)COC(=O)C2CCN(S(=O)(=O)c3ccccc3)CC2)cc1OCC	0.3	i	0	4	1	12	-11	3	-4
Cc1ccccc1CC(=O)Nc1ccc(S(=O)(=O)N2CCOCC2)cc1	-0.6	i	0	2	3	1	-8	-3	-1
CCOc1ccc(NS(=O)(=O)c2ccc(OCC(=O)NCc3ccncc3)cc2)cc1	-1.2	i	4	-4	2	3	-4	-1	-2
O=C(NN=C1CCCCCC1)c1cccs1	1.6	i	4	-2	-4	13	8	-4	-2
Cc1ccc(C(=O)N2C3=C(CCCC3)C(=O)NC23CCCCC3)cc1	-1.4	i	2	1	2	-5	-4	-2	-3
NC(=O)c1nsc(C(=O)N(CC(=O)NC2CCCC2)Cc2ccc3c(c2)OCO3)c1N	1.6	i	-2	-8	-2	-1	5	1	-9
Cc1c(C(=O)NCCn2ccc3ccccc32)cccc1[N+](=O)[O-]	0.4	i	-4	4	-3	-11	-4	2	1
COc1ccc(C(=O)Nc2nnc(C3=COCCO3)o2)cc1OC	0.6	i	4	-4	-3	-12	9	0	-3
CC(C)Cn1nc(C(=O)OCC(=O)NCC(F)(F)F)c2ccccc2c1=O	0.5	i	-4	-2	-1	-4	-1	1	-5
Cc1nnc(SC(C)C(=O)Nc2ccc(Cl)cc2Cl)[nH]c1=O (configuration not stated)	0.7	i	-3	-1	3	-1	-5	0	-7
Cc1cccc(-c2c3c(=O)n(C)c(=O)n(C)c3cn2C2CCCCC2)c1	0.6	i	-1	4	-1	2	6	-17	-13
C[C@@H]1NC(=O)[C@@]2(C)[C@@H](c3ccccc3)[C@H]3COc4ccccc4[C@@H]3N2C1=O	-0.1	i	-2	-16	0	2	16	-1	-1
CCC(C)C(=O)Nc1nnc(CCc2ccccc2)s1 (configuration not stated)	1.7	i	1	0	2	2	0	-1	1
O=C(CCc1ccccc1)NNC(=O)COc1ccccc1Cl	-0.6	i	0	-4	1	8	15	0	-3

Entries listed above marked active in E coli Lon inh.
| Compound | MsrA inh | Rpn11 block | CSN deneddyl inh | Rin1-Abl PPI inh | E coli Lon inh | PABP1 MLLE inh | MT1-MMP act inh | MsrA act |
| --- | --- | --- | --- | --- | --- | --- | --- | --- |
| CCC1(c2ccccc2)NC(=O)N(CC(=O)Nc2ccc(OC)nc2)C1=O (configuration not stated) | -1.2 | i | -30 | -2 | 112* | 171 | -63 | -2 |

Next section
SMILES	MsrA inh	Rpn11 block	CSN deneddyl inh	FAS TE block	Rin1-Abl PPI inh	E coli Lon inh	PABP1 MLLE inh	MT1-MMP act inh	MsrA act
O=[N+]([O-])c1cc(S(=O)(=O)N2CCCC2)ccc1OCc1ccccc1	0.7	i	-1	18	-2	-5	-2	-2	-2
COc1ccccc1NS(=O)(=O)c1cc(N)ccc1N1CCOCC1	0.2	i	3	2	4	0	31	0	-1
Cc1ccc2[nH]c(=O)c(C(c3nnnn3C3CCCC3)N(Cc3cccnc3)Cc3ccco3)cc2c1 (configuration not stated)	2.0	i	-3	5	1	-10	16	-10	-3
CCN1CCN(CCCNC(=O)CS(=O)(=O)Cc2nc(-c3ccccc3C)oc2C)CC1	1.8	i	-3	-7	2	6	-11	1	-1
COC(=O)Oc1cncc(C(=O)O)c1	0.0	i	5	-8	3	-2	-3	-1	-6
Cc1cccc(NC(=O)CCC(=O)N2CCOCC2)n1	-0.9	i	-3	-7	0	-9	12	2	-2
COc1ccc(/C=C(\NC(=O)c2ccc(OCC(C)C)cc2)C(=O)OCc2ccco2)cc1	-0.2	i	-7	21	-3	2	-16	0	-2
COCc1nnc(NS(=O)(=O)c2ccc(Br)cc2)s1	-1.4	i	1	-6	1	-2	-8	3	-2
N#Cc1ccccc1S(=O)(=O)N1CCN(C(=O)Cc2n[nH]c(=O)c3ccccc23)CC1	0.6	i	2	-7	0	-5	2	-2	-3
O=C(CNCCc1ccc(Cl)cc1)Nc1ccc(C(=O)N2CCCCC2)cc1	0.2	i	4	2	2	10	3	-3	-2
CC(=O)c1ccc(NC(=O)CCCN2C(=O)COc3ccc(C)cc32)cc1	0.3	i	-6	0	2	-2	-5	-3	-1
CC1CCN(C(=O)c2ncn3c2c(=O)[nH]c2ccccc23)CC1	-0.6	i	0	-3	-3	-10	6	2	-1
CCC(CC)c1nnc(NC(=O)CS(=O)(=O)Cc2ccccc2)s1	-1.7	i	-4	-4	0	-9	19	1	-2
CNS(=O)(=O)c1ccc(NC(=O)c2cc(-c3ccncc3)nc3ccc(Cl)cc23)cc1	-0.1	i	-1	-2	-2	0	-16	-1	0
COc1ccc(Oc2ccc(C(F)(F)F)cc2NC(=O)c2ccc(C)cc2)cc1	0.7	i	1	43	0	1	-5	-2	-2
Cc1ccc(NCCC(=O)c2cccc([N+](=O)[O-])c2)c(C)c1	0.9	i	4	30	2	-2	31	6	-1
O=C(Nc1ccc(F)c(Cl)c1)c1cc(C2CCCN(S(=O)(=O)c3cccs3)C2)on1 (configuration not stated)	1.6	i	2	29	2	0	15	2	-4
COC(=O)CN1C(=S)N(c2ccc(F)cc2)C(=O)C1CC(=O)Nc1ccccc1 (configuration not stated)	1.2	i	0	6	-5	-2	18	4	-5

Looked up by structure from the list above:
SMILES	MsrA inh	Rpn11 block	CSN deneddyl inh	FAS TE block	Rin1-Abl PPI inh	E coli Lon inh	PABP1 MLLE inh	MT1-MMP act inh	MsrA act
Cc1ccc2[nH]c(=O)c(C(c3nnnn3C3CCCC3)N(Cc3cccnc3)Cc3ccco3)cc2c1 (configuration not stated)	2.0	i	-3	5	1	-10	16	-10	-3
COC(=O)Oc1cncc(C(=O)O)c1	0.0	i	5	-8	3	-2	-3	-1	-6
